Compound activity deposited in PubChem BioAssay by Sanford-Burnham Center for Chemical Genomics.
PfG6PD inh: PfG6PD (Plasmodium falciparum) enzyme inhibition; PfGluPho enzyme, NADPH resazurin-diaphorase fluorescence; inhibition, % at 20 µM; 0.78% of 350,000 active; AID 504690;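 active = inhibition reaching at least a set limit at 20 µM in the primary screen, cut at about 59% in these data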;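 also: 0% = DMSO wells with substrate and 100% = DMSO wells lacking glucose-6-phosphate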
GRIN3A LBD mod: modulates the human NR3A ligand-binding domain | NR3A LBD differential scanning fluorimetry, Tm shift; 0% = protein alone, 100% = glycine-bound protein | Tm shift relative to glycine control, % at 25 µM | 2.5% of 340,000 active;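 active = melting temperature shift of at least 10% of the positive control shift, at one fixed dose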
ATG4B inh: blocks human ATG4B protease cleavage of LC3 substrate. Q9Y4P1. ATG4B cleavage of LC3-PLA2, NBD-HPC fluorescence, 1 h. inhibition, % at 8.33 µM. 0.51% of 340,000 active; in the data active = inhibition above about 40%
hIAP act: increases human intestinal alkaline phosphatase activity | AID 2524 | P09923 | 0.16% of 330,000 active | activation factor at 10 µM | purified human IAP, CDP-Star luminescence, 30 min; active compounds read high; 1 = vehicle-only enzyme, 0 = enzyme-free background;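 active = activation factor of the enzyme at least 2-fold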; also: the source names both 10 and 20 µM as test concentration; values of inactives mirror those of a sister screen read the other way
Target sequence (P09923 whole entry, looked up): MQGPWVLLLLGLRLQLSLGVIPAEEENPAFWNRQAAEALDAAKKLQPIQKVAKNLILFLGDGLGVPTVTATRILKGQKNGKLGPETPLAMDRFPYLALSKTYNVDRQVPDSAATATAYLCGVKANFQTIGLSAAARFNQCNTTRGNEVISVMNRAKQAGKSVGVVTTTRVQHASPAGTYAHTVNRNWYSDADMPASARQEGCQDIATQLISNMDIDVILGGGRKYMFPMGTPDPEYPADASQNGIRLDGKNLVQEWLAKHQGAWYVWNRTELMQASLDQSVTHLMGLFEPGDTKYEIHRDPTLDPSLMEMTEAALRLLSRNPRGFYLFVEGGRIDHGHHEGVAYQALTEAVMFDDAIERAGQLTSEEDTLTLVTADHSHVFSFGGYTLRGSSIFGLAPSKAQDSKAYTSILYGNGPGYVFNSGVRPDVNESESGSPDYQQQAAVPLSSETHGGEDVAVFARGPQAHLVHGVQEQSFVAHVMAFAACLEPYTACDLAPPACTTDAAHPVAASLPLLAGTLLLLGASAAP
MPTP inh: blocks calcium-induced mitochondrial swelling; isolated mouse mitochondria, Ca2+ swelling absorbance, 30 min; inhibition, % at 10 µM; 1.4% of 360,000 active; AID 602449;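 active = inhibition of 50% or more, scaled per plate between neutral and stimulator controls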;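 also: 0% = DMSO wells given calcium and 100% = 1 mM EGTA wells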
SENP1 FRET inh: blocks the human SENP1 SUMO protease catalytic domain; Q9P0U3; recombinant SENP1 catalytic domain, CyPet-SUMO1-YPet FRET cleavage; inhibition, % at 10 µM; 0.21% of 360,000 active;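 active = inhibition at least 30% at 10 µM, raw YFP signal under a set limit, fluorescence ratio 0.5 to 1.5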;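 also: 0% = enzyme with DMSO and 100% = no enzyme wells; some results filed as inactive read as strong as hits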
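Test system: human SENP1 catalytic domain; medium: Tris pH 8 buffer plus EDTA, NaCl, BME, BSA, NP40, catalase; incubation: 50 min reaction at room temperature; technique: FRET, CFP and YFP emission; controls: no-enzyme low control and enzyme-plus-DMSO high control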
SENP8 block: inhibitors of human SENP8 protease; 0.64% of 360,000 active; inhibition, % at 20 µM; AID 602440; recombinant SENP8, Nedd8 substrate fluorescence; Q96LD8; in the data active = inhibition mostly above about 40%, no sharp cut-off; inactive = mostly below about 27%
SENP6 block: blocks the human protease SENP6 | AID 2599 | inhibition, % at 10 µM | 1.8% of 330,000 active | Recombinant SENP6 catalytic domain, aminoluciferin luminescence | Q9GZR1;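 active = inhibition above about 50% at the single tested dose, limit read from the data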;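 also: plate controls were DMSO wells with enzyme for no effect and DMSO wells lacking enzyme for full effect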
Target sequence (Q9GZR1 628-1112 limits assumed): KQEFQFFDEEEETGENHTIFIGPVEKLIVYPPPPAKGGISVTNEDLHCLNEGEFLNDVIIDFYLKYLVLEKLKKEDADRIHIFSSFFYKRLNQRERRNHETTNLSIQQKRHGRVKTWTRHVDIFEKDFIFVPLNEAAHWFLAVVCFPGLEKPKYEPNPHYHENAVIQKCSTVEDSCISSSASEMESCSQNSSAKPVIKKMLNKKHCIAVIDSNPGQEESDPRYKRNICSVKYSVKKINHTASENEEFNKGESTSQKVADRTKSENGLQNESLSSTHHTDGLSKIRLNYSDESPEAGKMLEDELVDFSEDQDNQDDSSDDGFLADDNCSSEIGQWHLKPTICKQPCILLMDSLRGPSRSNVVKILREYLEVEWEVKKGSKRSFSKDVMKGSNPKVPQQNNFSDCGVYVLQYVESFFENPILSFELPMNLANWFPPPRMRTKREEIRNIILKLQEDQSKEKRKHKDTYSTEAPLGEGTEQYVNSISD
Numbers without * were called inactive; i = inactive; . = no result given.

SMILES	PfG6PD inh	GRIN3A LBD mod	ATG4B inh	hIAP act	MPTP inh	SENP1 FRET inh	SENP8 block	SENP6 block
O=C(NCC1CCCO1)c1ccc(CSCc2cccc(F)c2)o1 (stereo not given)	-5	-2	5	1.2	2.4	-1	21	-5
c1ccc(CN2CCC3(CCCc4ccccc43)CC2)cc1	19	1	7	1.2	13	1	10	-4
CN(C)CC(C)(C)CNS(=O)(=O)c1cccc(Cl)c1Cl	-12	-1	-1	1	-1.1	1	27	-13
Cc1ccc(-c2nc3ncccc3o2)cc1NC(=O)C(C)(C)C	-2	-2	0	1	1.4	0	-85	-3
Cc1ccc2c(CC(=O)N3CCc4ccccc43)coc2c1	13	1	4	0.96	0.6	-4	0	81*
CCOC(=O)C1(Cc2ccc(OC)cc2)CCN(C(=O)CCc2cnccn2)CC1	-2	1	-4	1.1	2.5	1	9	17
O=C(CCl)NCCNC(=O)c1cc(OCC(F)(F)F)ccc1OCC(F)(F)F	-4	-2	-1	0.91	-1.8	1	6	-4
COC(=O)C(C)N=Cc1ccccc1 (stereo not given)	8	-1	3	1.1	-0.5	4	0	-2
Cc1ccc(NC(=O)CCC(=O)OCC(=O)c2ccc(-c3ccccc3)cc2)cc1	-29	-5	8	0.91	-2.4	-1	16	-6
CN(C)c1ccc(S(=O)(=O)NCC(=O)N2CCN(c3ccccc3)CC2)cc1[N+](=O)[O-]	-7	5	-4	1.1	-0.4	0	12	-11
NC(=O)c1cc(S(=O)(=O)Nc2ccc(OC(F)(F)F)cc2)cs1	-9	-3	-6	1.1	1.1	0	12	-2
COC(=O)CCCC(=O)OC	2	-2	-20	0.97	-1.5	1	11	1
Cc1ccc(S(=O)(=O)N2CCC(C(=O)N/N=C/c3ccccc3[N+](=O)[O-])CC2)cc1	2	-4	3	0.88	0.5	1	21	-9
CC(=O)c1cccc(S(=O)(=O)Nc2ccc3nc(C)sc3c2)c1	-16	0	6	0.92	91*	5	7	0
NC(=O)NC(=O)COC(=O)c1ccc2c(c1)C(=O)N(Cc1ccccc1)C2=O	-17	-2	1	0.99	0.6	1	17	9
Cc1ccccc1NC(=S)N(CCN(C)C)C(C)c1ccccn1 (stereo not given)	-11	0	6	1.1	-1.5	2	16	-6
CC1Cc2cc(/C(O)=C3\C(=O)C(=O)N(CCN(C)C)C3c3ccccc3F)ccc2O1 (stereo not given)	7	-1	10	1.1	-0.3	-4	8	-6
COc1cc2c(cc1OC)NC(=O)C2	2	1	1	.	1.0	3	5	.
CCC(=O)n1nc(-c2ccc(OC)cc2)nc1NCc1cccs1	18	1	-2	.	2.1	3	29	.
Cc1ccc(C)c(CSC2=NCCN2C(=O)Cc2ccc([N+](=O)[O-])cc2)c1	18	2	-5	0.99	2.2	3	16	-9
O=C(CC1C(=O)NCCN1Cc1ccc(Cl)c(F)c1)NC1CCCCC1 (stereo not given)	1	10	5	1.1	-1.1	-20	-41	-7
CCSc1nnc([C@H](C)NC(=O)OC(C)(C)C)o1	-7	-1	-4	0.92	-1.4	1	7	6
O=C(O)c1ccc2c(c1)C(=O)/C(=C/c1ccccc1)C2=O	23	26*	2	1	-1.3	24	11	22
CCOc1ccc(NC(=O)CN(C)Cc2cc(=O)n3c(-c4ccccc4)csc3n2)cc1OCC	21	-3	10	0.92	-1.7	-18	-62	1
CCCN1CCN(S(=O)(=O)c2ccc3c(c2)NC(=O)C(C)S3)CC1 (stereo not given)	-13	-4	0	1.2	0.2	1	7	-3

Part of the list above, as labelled records.
> NC(=O)NC(=O)COC(=O)c1ccc2c(c1)C(=O)N(Cc1ccccc1)C2=O
  PfG6PD inh = -17 | GRIN3A LBD mod = -2 | ATG4B inh = 1 | hIAP act = 0.99 | MPTP inh = 0.6 | SENP1 FRET inh = 1 | SENP8 block = 17 | SENP6 block = 9
> Cc1ccccc1NC(=S)N(CCN(C)C)C(C)c1ccccn1 (stereo not given)
  PfG6PD inh = -11 | GRIN3A LBD mod = 0 | ATG4B inh = 6 | hIAP act = 1.1 | MPTP inh = -1.5 | SENP1 FRET inh = 2 | SENP8 block = 16 | SENP6 block = -6
> CC1Cc2cc(/C(O)=C3\C(=O)C(=O)N(CCN(C)C)C3c3ccccc3F)ccc2O1 (stereo not given)
  PfG6PD inh = 7 | GRIN3A LBD mod = -1 | ATG4B inh = 10 | hIAP act = 1.1 | MPTP inh = -0.3 | SENP1 FRET inh = -4 | SENP8 block = 8 | SENP6 block = -6
> COc1cc2c(cc1OC)NC(=O)C2
  PfG6PD inh = 2 | GRIN3A LBD mod = 1 | ATG4B inh = 1 | hIAP act = . | MPTP inh = 1.0 | SENP1 FRET inh = 3 | SENP8 block = 5 | SENP6 block = .

The listing picks up with the two entries that preceded the break.
SMILES	PfG6PD inh	GRIN3A LBD mod	ATG4B inh	hIAP act	MPTP inh	SENP1 FRET inh	SENP8 block	SENP6 block
CCOc1ccc(NC(=O)CN(C)Cc2cc(=O)n3c(-c4ccccc4)csc3n2)cc1OCC	21	-3	10	0.92	-1.7	-18	-62	1
CCCN1CCN(S(=O)(=O)c2ccc3c(c2)NC(=O)C(C)S3)CC1 (stereo not given)	-13	-4	0	1.2	0.2	1	7	-3
CC1(C)Cc2ccccc2C(=O)N1	-21	-4	-3	1.1	-0.8	-2	22	2
Cc1cccc(C)c1NC(=S)NC1CCCCC1	-8	-2	5	0.89	7.1	2	19	-2
CCOC(=O)C1CCN(CC(=O)Nc2ccc(S(=O)(=O)N3CCC(C)CC3)cc2)CC1	5	-1	-4	1	0.3	2	14	1
O=C(c1cc(Cl)nc2ccccc12)N1CCCCC1	2	-1	7	0.9	0.0	-1	-12	-21
COc1ccc(CC(=O)OCC(=O)c2ccc(F)cc2)cc1	32	1	-5	1	-0.4	1	3	-22
CCCN(CC1CC1)C(=S)NC(=O)C1CC1	3	1	0	0.94	-0.2	1	24	-2
CC1(C)CC(=O)C2=C(C1)Nc1ccccc1NC2c1ccccn1 (stereo not given)	-8	-1	1	0.98	1.6	0	19	-23
CCCn1nnc(NC(=O)c2ccc([N+](=O)[O-])cc2Cl)n1	1	1	-12	1	1.0	2	23	-13
Cc1ccc(/C=c2\sc3n(c2=O)CN(c2ccc(Br)cc2)CN=3)o1	34	-1	-7	0.99	-1.5	-4	-63	-16
Cc1nc(C)c(C(=O)NNS(=O)(=O)c2ccc3ccccc3c2)s1	-12	-1	-6	0.82	89*	1	16	-11
CCCC(=O)NC(=S)Nc1nc(-c2ccc(OC)cc2)cs1	22	-5	-5	0.99	3.9	1	24	-17
C[C@@H]1CN([C@H](C)CO)C(=O)CCCn2nncc2CO[C@@H]1CN(C)S(=O)(=O)c1cccc(F)c1	1	.	.	.	-0.7	4	5	.
Nc1nonc1-c1nc2ccccc2n1CC(=O)N1CCN(c2ccc(F)cc2)CC1	-12	0	-9	1.3	-1.1	-14	-2	-18
Clc1cc(Cl)cc(CSc2nnc(-c3sccc3-n3cccc3)o2)c1	19	-6	1	1.2	1.4	0	-4	12
CCCn1c(=N)c(C#N)cc2c(=O)n3ccccc3nc21	4	-2	-8	1.2	0.2	-26	-404	2
CN(Cc1ccccc1)C(=O)c1ccc(NC(=O)Cc2ccc(NC(=O)C3CCN(C(=O)c4ccccc4)CC3)cc2)cc1	-7	2	-14	.	0.3	2	8	.
Cc1ccc(NC(=O)CNC(=O)c2cccs2)c(O)c1	-3	-2	-6	0.89	0.5	1	3	-4
COc1cccc(C(=O)NCCNC(=O)c2ccccn2)c1	-13	-4	-1	0.95	-1.6	0	6	7
Cn1c(=O)c2c(nc(N3CCCCCC3)n2CC(=O)c2ccc(Br)cc2)n(C)c1=O	7	0	-8	0.95	-3.2	-13	7	-10
CC(C)Cc1nnc(NC(=O)C2CC(=O)N(Cc3ccccc3)C2)s1 (stereo not given)	-10	-1	0	0.97	0.1	3	5	0
O=C(COC(=O)CCSc1ccc(Cl)cc1)Nc1ccc(F)cc1	14	1	-7	1.1	0.4	1	8	-4
CCOC(=O)c1ccc(NC(=O)COc2ccc(-n3cnnn3)cc2)cc1	-1	31*	-27	1.1	4.0	1	18	-3
Cc1cccc(N(CC(=O)NCCSCc2ccccc2)S(C)(=O)=O)c1	10	3	-3	0.96	1.1	1	11	5
O=C(Cc1ccc([N+](=O)[O-])cc1)Nc1nccs1	4	-1	7	1.5	1.6	1	8	-8
Cc1cccc(C(=O)O/N=C(\N)c2ccccn2)c1	21	3	0	1	-1.1	1	11	97*

More structures
SMILES	PfG6PD inh	GRIN3A LBD mod	ATG4B inh	hIAP act	MPTP inh	SENP1 FRET inh	SENP8 block	SENP6 block
CCC(=O)N(Cc1ccc2c(c1)OCO2)Cc1cc2cc(OC)ccc2[nH]c1=O	-5	-1	-10	1	0.4	-2	-411	9
Cc1ccc(S(=O)(=O)NC2(C(=O)O)CCCC2)cc1	7	0	-7	.	-1.8	2	9	.
COc1ccc(C(C(=O)NC(C)(C)C)N(C(=O)CCC(=O)Nc2ccccn2)C2CCCCC2)cc1 (stereo not given)	6	1	-8	1.1	1.9	2	9	-13
O=C(c1ccc2ncsc2c1)N1CCCC(C(F)(F)F)C1 (stereo not given)	2	1	-10	0.88	-1.7	-1	-19	-16
O=C(Nc1cccc(-n2cnnn2)c1)c1ccccc1Br	-8	0	-5	1.1	0.0	-1	11	-19
OC(CNCc1ccccc1F)COc1cccc2ccccc12 (stereo not given)	14	2	5	0.95	2.6	-4	-1	-1
CC(=O)C1CCC2C3CC(O)C4=CC(=O)CCC4(C)C3C(=O)CC12C (stereo not given)	0	2	-4	.	-0.9	3	1	.
O=C(Nc1ccccc1F)c1ccncc1	-9	1	-1	1.1	-0.5	1	22	-13
Cc1cccc(OCC(=O)Nc2ccncc2)c1	10	-1	-6	0.94	21	2	0	3
Cc1ccc(C(=O)O/N=C(\N)c2ccccn2)cc1Cl	1	-18	-2	1	-0.4	5	13	94*
COc1ccc(NC2CCCN(C(=O)CCN3CCCO3)C2)cc1 (stereo not given)	-1	-2	-3	0.94	-2.0	-1	13	-5
Cc1ccccc1-c1nc2c(s1)CCc1onc(-c3cccc([N+](=O)[O-])c3)c1-2	5	-3	-4	0.94	1.2	1	11	-9
CC1(C)CC(=O)C(C=NCCC2=CCCCC2)=C(O)C1	-3	6	-3	0.9	-0.9	3	12	-17
O=C(COc1ccc(Br)cc1)N1CCN(c2ccccc2)CC1	4	1	-1	0.99	-1.0	1	11	3
C=CCC1(CC=C)CCCN1C(=O)c1ccc2oc(CCCC)nc2c1	0	.	.	.	0.8	-2	6	.
COC(=O)C(=C/C(C)=C/c1cccs1)C(=O)OC	-5	0	-1	1.1	-0.2	2	9	-11
COc1ccc(NC(=O)CCCc2ccccc2)c(OC)c1	-10	0	1	1.1	-0.3	1	24	9
CCCCCCC(=O)Nc1c2c(nc3ccccc13)N(C)CC2	0	0	-8	0.9	-5.1	-4	i	6
CCC(C)[C@@H](C(=O)N1CCNCC1)n1cc(CCCN=C(N)N)nn1 (stereo not given in full)	-5	0	-10	0.91	-1.5	-1	13	-8
COc1cccc(-c2nnc(N)o2)c1	-6	6	7	0.99	-0.3	0	6	-34
Cc1cccn2c(Nc3ccccc3)c(-c3ccccn3)nc12	1	-2	-4	1.1	3.3	0	-279	14
O=C(CCCO)NNc1c2ccccc2nc2ccccc12	6	0	-1	0.95	0.9	-9	-16	-15
COc1ccccc1N(O)C1CC(=O)N(c2ccc(F)cc2)C1=O (stereo not given)	-9	-3	11	0.91	-0.1	1	29	-3
c1ccc2[nH]c(SCc3ccc(-c4nnco4)cc3)nc2c1	12	-4	-9	1.2	15	0	36	72*
CCCCOC(=O)CSC1=C(C#N)C(c2ccc3c(c2)OCO3)CC(=O)N1 (stereo not given)	0	-1	-6	1	0.1	1	7	-15
CC(C)Cn1c(CNC(=O)c2ccccc2)nc2ccccc21	7	-1	-2	1.1	-1.4	0	16	-14
CCN1C(=O)C2(C(C(=O)c3cc4ccccc4o3)=C(O)C(=O)N2CCCN2CCOCC2)c2ccccc21 (stereo not given)	-15	0	-11	0.88	-0.8	0	-47	-11
CCn1c(SC(C)C(=O)Nc2ccc3c(c2)OCCO3)nnc1C1CC1 (stereo not given)	3	-4	2	0.98	-1.6	1	12	6
Cc1ccc(-n2nnnc2SCC(=O)Nc2c(C)n(C)n(-c3ccccc3)c2=O)cc1	6	2	-7	1.1	-1.9	-1	12	-19
